Screens (PubChem BioAssay)
IMPase cell inh = IMPase inhibition in cells; AID 901; 120,000 tested, under 10 active; inhibition (IP1 accumulation), % at 46.1 µM; CHO-M1 cells, IP1 accumulation, HTRF TR-FRET ratio; active means well fitted curve in the direction sought with a large enough effect in the signal ratio, not every such curve was filed as active; inconclusive means small, poorly fitted or top-dose-only effect, or a change in a side signal; inactive means no such curve, though single readings can be large or run the other way; the % refers to the signal ratio;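 further: cells stimulated with carbachol in lithium chloride buffer; plate controls were DMSO basal wells for no effect and reference inhibitor wells for full effect; higher means more IMPase inhibition seen as more IP1 and lower FRET ratio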
Target sequence (P97697 whole entry, looked up): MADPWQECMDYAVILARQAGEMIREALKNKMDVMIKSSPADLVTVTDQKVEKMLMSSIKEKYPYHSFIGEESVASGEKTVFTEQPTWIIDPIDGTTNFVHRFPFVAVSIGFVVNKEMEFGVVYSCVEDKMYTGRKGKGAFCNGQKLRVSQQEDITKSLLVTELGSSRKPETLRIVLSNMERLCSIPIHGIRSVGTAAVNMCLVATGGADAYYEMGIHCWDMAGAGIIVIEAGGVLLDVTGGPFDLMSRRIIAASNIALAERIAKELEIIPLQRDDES
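Cellular IMPase inhibition is scored as a rise in cytosolic IP1, detected by competitive TR-FRET between d2-labelled IP1 and a europium anti-IP1 antibody. M1-expressing CHO cells were stimulated with carbachol for 30 min at 37C, with lithium (50 mM LiCl) present in the buffer.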
15-hLO-2 inh = inhibitors of human 15-lipoxygenase 2 (ALOX15B). Potency, µM (top dose mostly 57.1 µM), without a hit: at the top dose activity change, negative = inhibition, usual class: inhibitors. hit rate 0.56% among 110,000. O15296. AID 881. purified 15hLO-2, xylenol orange hydroperoxide absorbance; further: potency means the concentration at half of the fitted maximal effect; nearly all actives have a fitted effect of over 60% in size; many of its hits are not listed in these tables
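Read-out: hydroperoxide product oxidises ferrous iron, measured as xylenol orange complex via the 573-to-405 nm absorbance ratio after 30 min. Reaction: 50 nM enzyme, 15 min compound preincubation, 45 uM arachidonic acid, 90 min RT, Hepes pH 7.5 with Triton X-100.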
12-hLO inh = inhibitors of human 12-lipoxygenase (ALOX12). P18054. purified 12-hLO, xylenol orange hydroperoxide absorbance. Potency, µM (titrated, usually from 57.1 µM), without a hit: at the highest dose activity change, negative = inhibition, usual class: inhibitors. hit rate 0.12% among 150,000. AID 1452; further: potency means the concentration at half of the fitted maximal effect; nearly all actives have a fitted effect of over 55% in size; many of its hits are not listed in these tables
Target sequence (P18054 whole entry, looked up): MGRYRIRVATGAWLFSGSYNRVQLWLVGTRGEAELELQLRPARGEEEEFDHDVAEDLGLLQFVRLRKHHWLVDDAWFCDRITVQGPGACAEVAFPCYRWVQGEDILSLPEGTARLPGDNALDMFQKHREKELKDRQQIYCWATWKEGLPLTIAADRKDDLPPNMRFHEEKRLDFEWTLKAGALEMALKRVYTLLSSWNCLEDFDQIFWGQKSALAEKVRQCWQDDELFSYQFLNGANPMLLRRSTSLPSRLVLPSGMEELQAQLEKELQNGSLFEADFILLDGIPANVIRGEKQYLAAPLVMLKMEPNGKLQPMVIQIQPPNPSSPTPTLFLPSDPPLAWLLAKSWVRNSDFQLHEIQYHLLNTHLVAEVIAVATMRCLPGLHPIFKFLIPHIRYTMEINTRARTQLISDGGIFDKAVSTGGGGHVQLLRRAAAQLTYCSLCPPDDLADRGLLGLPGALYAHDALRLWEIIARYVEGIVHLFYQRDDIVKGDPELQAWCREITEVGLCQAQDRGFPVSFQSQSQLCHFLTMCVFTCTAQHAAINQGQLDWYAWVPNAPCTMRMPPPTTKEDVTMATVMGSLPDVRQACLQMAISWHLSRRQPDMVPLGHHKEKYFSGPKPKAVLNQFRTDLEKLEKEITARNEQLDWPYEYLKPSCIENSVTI
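Purified human 12hLO (150 nM final) was preincubated with compounds for 15 min at room temperature in 25 mM Hepes pH 7.0, 0.01% Triton X-100, then reacted with 40 uM arachidonic acid for 30 min. Hydroperoxide was detected with ferrous iron/xylenol orange.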
PNC assembly inh = inhibitors of perinucleolar compartment assembly; PC3M PTB-GFP, PNC prevalence imaging, 16 h; active compounds read low; activity change (PNC), negative = inhibition, % at 10 µM; hit rate 3.1% among 140,000; AID 2417;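 active means readout at or below -70, meaning at least 70% loss of cells showing the perinucleolar compartment, a nuclear body marking cancer cells; inconclusive means readout between -30 and a set limit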;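 further: plate controls were DMSO wells for no effect and camptothecin positive control wells for full effect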
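Compounds are pinned in duplicate onto adhered PC3M cells stably expressing GFP-tagged PTB and incubated 16 h at 37 C. Cells are then fixed, nuclei stained with Hoechst, and PNC-positive cells counted.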
The depositor's hits bear a star; ? = inconclusive; · = no result given; & = joins results of further samples; [ ] = another dose, or the depositor's remark. Unless noted, the call rests on the fitted dose curve; in most records, active means well fitted curve in the direction sought with a large enough effect; inconclusive means small, poorly fitted or top-dose-only effect, or another doubt; inactive means no such curve, though single readings can be large; an effect the other way counts as inactive or inconclusive. Unless noted, on the % scale 0 is the no-effect control and ±100 the full control effect.

Every second line gives: 12-hLO inh	15-hLO-2 inh	PNC assembly inh	IMPase cell inh
[1] COC(=O)C1C(=O)c2c([nH]c(C(=O)OC3CCCC3C)c2C)CC1C (stereo not drawn)
    -8%	-4%	-8	3
[2] CN(c1ccc(C(=O)NCCSCc2ccccc2)cc1)S(=O)(=O)c1ccccc1
    -20%	-11%	14	0
[3] COc1ccc(S(=O)(=O)N2CCCC(C(=O)Nc3ccc(NC(=O)c4ccccn4)cc3)C2)cc1 (stereo not drawn)
    -12%	6%	-14	2
[4] Cc1nn(-c2ccccc2)c2sc(C(=O)c3c(N)n(C)c(=O)n(C)c3=O)cc12
    -6%	-6%	?	10
[5] Cc1ccc(C)c(-n2ccnc2SCC(=O)O)c1
    2%	11%	-17	3
[6] Cc1ccc(C(=O)COc2ccccc2C(=O)Nc2ccccc2)cc1
    -2%	-4%	-13	-16
[7] C#CCOCCOCCOCCNc1nc(N2CCN(C(=O)[C@H]([C@@H](C)CC)n3cc(CCCCN)nn3)CC2)nc(N2CCN(C(=O)[C@H](C)n3cc(CCC(=O)O)nn3)CC2)n1
    -1%	·	55	·
[8] Cc1cc(OCc2nc(-c3cccnc3)no2)c(C)cc1Br
    4%	1%	7	-2
[9] C[C@H](CCC(=O)O)[C@H]1CC[C@]2(C)[C@@H]3C(=O)C[C@H]4C(C)(C)[C@@H](O)CC[C@]4(C)[C@H]3C(=O)C[C@@]12C
    1%[11.4 µM]	-1%[11.4 µM]	·	·
[10] N/C(=N\OC(=O)C1CCCCC1)c1cccc([N+](=O)[O-])c1
    -13%	?	-10	5
[11] CCOc1ccccc1C1CC(=O)NC2=C1C(=O)CCC2 (stereo not drawn)
    1%	-5%	?	8
[12] COC(=O)CSc1nnc(CNC(=O)Cc2ccccc2)n1-c1ccccc1OC
    -1%	-1%	7	-17
[13] CC1(C)Cc2c(c(=S)nc(-c3ccccc3)n2CCO)CO1
    -3%	-8%	2	11
[14] CCOC(=O)c1c(C)[nH]c(C=C2C(=O)CCCC2=O)c1O
    -2%	·	?	·
[15] CCOc1cc2[nH]c(=S)n(CCCN3CCOCC3)c(=O)c2cc1OCC
    -1%	8%	?	3
[16] Cc1cccc(OCCOCCN2CCOCC2)c1C
    0%	-2%	14	5
[17] Cc1nn(CCc2n[nH]c(=S)n2-c2ccc(F)c(Cl)c2)c(C)c1[N+](=O)[O-]
    -5%	-16%	15	-11
[18] O=C1CC(c2ccc(Cl)c(Cl)c2)CC(O)=C1C=NCCN1CCNCC1 (stereo not drawn)
    2%	24%	-15	10
[19] CC1(C)CC(=O)c2sc(NC(=O)C3CC3)nc2C1
    4%	3%	27	-10
[20] Cc1cccc(NC(=O)Cn2c([N+](=O)[O-])cnc2C)c1C
    2%	·	-18	-4
[21] Cc1occc1C(=O)N1CCCc2ccccc21
    -5%	-8%	?	4
[22] COc1cc(C(O)c2nc3ccccc3n2C)cc(OC)c1OC (stereo not drawn)
    1%	4%	13	3
[23] COc1ccc(OC)c2c1sc(=NC(=O)CN1C(=O)CCC1=O)n2C
    0%	-6%	5	3
[24] O=C(O)C1C(C(=O)Nc2ccc(Cl)cc2)C2C=CC1C21CC1 (stereo not drawn)
    11%	-4%	?	1
[25] Cc1cc(C)cc(NC(=O)N2CCC(NC(=O)c3ccccc3C)CC2)c1
    -3%	·	-18	8
[26] Cc1c(C(=O)NCc2ccccc2)oc2ccc(S(=O)(=O)N3CCC4(CC3)OCCO4)cc12
    0%	-1%	41	12
[27] O=C(CCSCCC(=O)NCc1ccc(F)cc1)NCc1ccc(F)cc1
    -1%	·	11	·
[28] O=Nc1c(-c2c(O)[nH]c3ccccc23)[nH]c2ccccc12
    -9%	10%	·	20
[29] Cc1c(Cl)cnc(NC(=O)COC(=O)CCC(=O)c2cccs2)c1Cl
    -5%	·	-23	-9
[30] Cc1ccc(N2CCN(/N=C/C=C/c3ccccc3)CC2)cc1
    -4%	·	8	1

Single entries from the results shown:
entry 17 in 15-hLO-2 inh = -16%
entry 15 in 12-hLO inh = -1%
entry 20 in PNC assembly inh = -18
entry 4 in 12-hLO inh = -6%
entry 21 in 12-hLO inh = -5%

Going on with the list:
Every second line gives: 12-hLO inh	15-hLO-2 inh	PNC assembly inh	IMPase cell inh
[31] COc1ccc(CN/C(C)=C(/C#N)C(N)=O)cc1OC
    -5%	-6%	11	-4
[32] COc1ccc(/C=C/C(=O)c2ccc(C)c([N+](=O)[O-])c2)cc1O
    -25%	·	43	6
[33] Cc1ccc(C(=O)CSc2nc(-c3ccccc3)ccc2C#N)cc1
    1%	·	-4	·
[34] O=c1[nH]c(/C=C/c2ccccc2OC(F)F)nc2c1cnn2-c1ccccc1
    -1%	·	10	·
[35] COc1ccc(N)c(OC)c1
    3%	-13%	·	·
[36] CC[C@@]12CCCN3CCc4c(n(c5ccccc45)C(=O)C1)[C@H]32
    7%[11.4 µM]	-8%[11.4 µM]	·	-3[20.6 µM]
[37] Cc1ccc(C(=O)C(C)OC(=O)c2ccccc2[N+](=O)[O-])cc1 (stereo not drawn)
    -1%	·	?	·
[38] NC(CC(=O)O)c1cccc(OCc2ccccc2)c1 (stereo not drawn)
    -1%	-2%	48	8
[39] Cc1cccc(OCCOc2ccc(/C=N/NC(=O)Cc3nnc(N)s3)cc2)c1
    4%	-18%	8	-3
[40] CCOC(=O)c1cnc(-c2ccccc2)nc1N(C)C
    -4%	3%	-14	5
[41] Cc1cc(NC(=O)CCC(=O)N(c2ccccc2)C(C(=O)NCC2CCCO2)c2cccnc2)no1 (stereo not drawn)
    -2%	0%	?	2
[42] CCc1ccc2[nH]c(=O)c(CN(CCCO)C(=O)NCc3ccccc3)cc2c1
    4%	-2%	?	-2
[43] COc1ccc(CCNC(=O)CSc2nc3c(c(=O)n(C)c(=O)n3C)n2C)cc1OC
    1%	·	0	-5
[44] CCn1c(/C(C#N)=N/O)nc2ccccc21
    -5%	·	?	·
[45] COc1cc(/C=C/c2ccccc2)oc(=O)c1
    -8%	-7%	·	·
[46] CCN(CC(=O)NC1CCS(=O)(=O)C1)S(=O)(=O)c1ccc(C)c(C)c1 (stereo not drawn)
    11%	·	20	·
[47] CN(C)c1ccc(N=Cc2nc(-c3ccccc3)oc2OC(=O)c2ccccc2)cc1
    1%	·	27	·
[48] OCCn1c(SCCOc2ccccc2)nc2ccccc21
    4%	-2%	-26	2
[49] CCOC(=O)c1c(C)[nH]c(C)c1C(=O)COC(=O)/C=C/c1ccc(OC(F)F)cc1
    -3%	·	16	·
[50] c1ccc(Cn2ncc3c(NCc4ccco4)ncnc32)cc1
    -9%	-1%	-105*	3
[51] O=C(CN(Cc1ccccc1F)S(=O)(=O)c1ccc(Cl)cc1)NCCCO
    3%	4%	7	-4
[52] O=C(C1CCCN(Cc2ccncc2)C1)N1CCc2ccccc2C1 (stereo not drawn)
    -9%	3%	43	3
[53] O=C(O)CCCCCNC(=O)c1ccncc1
    7%	-3%	22	6
[54] c1nc(NCCN2CCOCC2)c2sc3nc(N4CCOCC4)c4c(c3c2n1)CCC4
    -6%	11%	-15	-5
[55] NS(=O)(=O)c1ccc(NC(=S)NC2CCCCCC2)cc1
    -3%	·	-1	·
[56] CCc1cccc(NC(=O)CCS(=O)(=O)c2cccc3nonc23)c1
    -7%	0%	20	-3
[57] O=C(CN1CCCC1)Nc1ccc(Oc2ccc(NC(=O)CN3CCCC3)cc2)cc1
    -1%	10%	2	1
[58] O=C1CC[C@H](N2C(=O)c3ccccc3C2=O)C(=O)N1
    -5%	14%	·	-3
[59] CC(=O)N(Cc1ccc(F)cc1)C1=C(NCc2ccccc2)C(=O)c2ccccc2C1=O
    -13%	-8%	-12	11
[60] COc1ccc(-c2cc3n(n2)CCc2nc4ccccc4n2-3)cc1
    -5%	-9%	?	1

A run of entries from further up:
Every second line gives: 12-hLO inh	15-hLO-2 inh	PNC assembly inh	IMPase cell inh
[59] CC(=O)N(Cc1ccc(F)cc1)C1=C(NCc2ccccc2)C(=O)c2ccccc2C1=O
    -13%	-8%	-12	11
[60] COc1ccc(-c2cc3n(n2)CCc2nc4ccccc4n2-3)cc1
    -5%	-9%	?	1

(listing goes on)
Every second line gives: 12-hLO inh	15-hLO-2 inh	PNC assembly inh	IMPase cell inh
[61] CCOC(=O)C(CC)(CC)/C(C)=N/NC(=O)CC#N
    5%	3%	5	3
[62] CCOc1ccc(-n2nc(C(=O)NCCOC)c3ccccc3c2=O)cc1
    1%	-4%	4	0
[63] CCN(CC)CCNC(=O)c1c(O)c2cc(OC)c(OC)cc2[nH]c1=O
    6%	·	-119*	-2
[64] Cc1cc(OC(=O)c2ccc(Cl)cc2Cl)nc(C)n1
    -6%	-6%	37	-2
[65] N#Cc1cc(NC2CCCC2)c([N+](=O)[O-])cc1C#N
    7%	·	-25	·
[66] CCOC(=O)N1CCN(Cc2nc3c(c(=O)n(C)c(=O)n3C)n2Cc2cccc(C)c2)CC1
    4%	0%	18	8
[67] CN(C1CCCCC1)S(=O)(=O)c1ccc(-n2cnnn2)cc1
    -11%	4%	?	11
[68] FCCCOc1ccc(-c2ccnc(-c3ccccc3)n2)cc1
    -10%	8%	-29	2
[69] C=CCOc1nc(N(C)C)nc(N(C)C)n1
    1%	8%	?	-2
[70] COCc1cc(/C=N\NC(=O)Cc2ccc(Cl)cc2)ccc1OC
    3%	·	32	·
[71] COc1cccc(/C=N/N2CCN(c3ccccc3OC)CC2)c1
    -9%	1%	-10	7
[72] CCCCN(C(=O)CNC(=O)c1ccco1)C(C(=O)NC1CCCCC1)c1ccc(OC)cc1OC (stereo not drawn)
    0%	1%	0	2
[73] Cc1ccc(C(=O)Nc2nc(-c3cc(Cl)sc3Cl)cs2)cc1
    -3%	-2%	-6	6
[74] Cc1cc(C)nc(NC(=O)c2cnc3sccn3c2=O)n1
    0%	-3%	9	-3
[75] C=CCSC1=NC(=O)/C(=C/c2cccs2)S1
    -1%	·	16	·
[76] CCCC(C)NNC(=O)c1cc2ccccc2[nH]1 (stereo not drawn)
    2%	·	27	2
[77] O=C(NN1C(=O)C2C3c4ccccc4C(c4ccccc43)C2C1=O)c1ccc(Cl)cc1 (stereo not drawn)
    1%	·	22	·
[78] Cc1ccc2c(c1)c(CC(=O)Nc1ccc(C)c(F)c1)c(C(=O)O)n2C
    -19%	-6%	?	5&1
[79] COc1cccc(C(=O)Cn2c(Br)nc3c2c(=O)n(C)c(=O)n3C)c1
    4%	0%	13	14
[80] O=C(CC1SC(=O)N(Cc2ccccc2)C1=O)Nc1nccs1 (stereo not drawn)
    0%	·	?	-3
[81] CCOC(=O)CN1C(=O)C(O)(CC(=O)c2ccc3c(c2)CCCC3)c2ccccc21 (stereo not drawn)
    -6%	·	-4	-12
[82] O=C(Nc1c2c(nc3ccccc13)CCCC2)c1ccccc1F
    1%	·	-119*	-3

Some of the entries so far, in markdown:
| item | smiles | 12-hLO inh | 15-hLO-2 inh | PNC assembly inh | IMPase cell inh |
| --- | --- | --- | --- | --- | --- |
| 82 | O=C(Nc1c2c(nc3ccccc13)CCCC2)c1ccccc1F | 1% | · | -119* | -3 |
| 28 | O=Nc1c(-c2c(O)[nH]c3ccccc23)[nH]c2ccccc12 | -9% | 10% | · | 20 |
| 68 | FCCCOc1ccc(-c2ccnc(-c3ccccc3)n2)cc1 | -10% | 8% | -29 | 2 |
| 70 | COCc1cc(/C=N\NC(=O)Cc2ccc(Cl)cc2)ccc1OC | 3% | · | 32 | · |
| 18 | O=C1CC(c2ccc(Cl)c(Cl)c2)CC(O)=C1C=NCCN1CCNCC1 (stereo not drawn) | 2% | 24% | -15 | 10 |

Not all compounds are listed; rates above refer to the full screens.
